From PubChem BioAssay
EPAC1 ag: qHTS for Agonist of cAMP-regulated guanine nucleotide exchange factor 3 (EPAC1): primary screen | Potency, µM (titrated, usually from 154 µM), for inactives: at the highest dose activation, most hits filed as activators | actives 0.073% (n = 360,000) | EPAC1 agonist qHTS, biochemical assay; response scale: 100% = response to 6.5 mM cAMP | Rap guanine nucleotide exchange factor 3 (Homo sapiens), O95398 | AID 720707, 2013; note: potency is the fitted concentration of half-maximal effect; nearly all actives have a fitted effect of over 60% in size
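Nucleotide exchange by EPAC1 (100 nM) on Rap1B–BODIPY-GDP (250 nM) in the presence of 50 uM GDP is tracked fluorescently at 480/540 nm over 30 min. Signals are normalized to a 6.5 mM cAMP control.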
EPAC1 antagonist: qHTS for Antagonist of cAMP-regulated guanine nucleotide exchange factor 3 (EPAC1): primary screen; EPAC1 GEF assay, Rap1b-BODIPY-GDP exchange fluorescence; Potency, µM (series often up to 115 µM), inactives show top-dose activity change, negative = inhibition, actives largely listed as inhibitors; actives 0.14% (n = 360,000);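 note: potency is the fitted concentration of half-maximal effect; plate controls were vehicle for no effect and positive control for full effect; nearly all actives have a fitted effect of over 50% in size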
WRN inhibitor: qHTS for Inhibitors of WRN Helicase | Bifunctional 3'-5' exonuclease/ATP-dependent helicase WRN (Homo sapiens), Q14191 | Potency, µM (doses to about 114 µM), inactives show at the highest dose activity change, negative = inhibition, most hits filed as inhibitors | WRN helicase unwinding, fluorescent forked duplex, kinetic | actives 0.46% (n = 360,000) | AID 651768, 2012; note: potency is the fitted concentration of half-maximal effect; % is set by controls: 0 for no effect and ±100 for the full control effect; nearly all actives have a fitted effect of over 55% in size
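WRN at 20 nM final preincubated with compound 15 min at room temperature; reaction started with 100 nM fluorophore/quencher forked duplex oligonucleotide and 2 mM ATP final. Unwinding followed kinetically by red fluorescence (ex 525, em 598 nm).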
PLK1 PBD inh: qHTS for Inhibitors of PLK1-PDB (polo-like kinase 1 - polo-box domain): Primary Screen. actives 2.8% (n = 360,000). Plk1 PBD binding of FITC phosphopeptide, fluorescence polarization. Potency, µM, without a hit: max response, negative = inhibition, actives largely listed as inhibitors; note: potency is the fitted concentration of half-maximal effect; series mostly up to about 57 µM; % is set by controls: 0 for no effect and ±100 for the full control effect; nearly all actives have a fitted effect of over 65% in size
PI5P4K alpha inh: qHTS for Inhibitors of phosphatidylinositol 5-phosphate 4-kinase (PI5P4K); Phosphatidylinositol 5-phosphate 4-kinase type-2 alpha (Homo sapiens), P48426; PI5P4Kalpha enzyme, ADP-Glo luminescence, 60 min; stronger effect = lower value; max response, %; actives 1.2% (n = 330,000); active = max response of -50% or lower; inconclusive = between -30% and -50%; inactive = -30% or higher; note: value at the top dose of about 77 µM; % is set by controls: 0 for no effect and ±100 for the full control effect
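Controls without substrate or without enzyme flank wells where PI5P4Kalpha converts substrate using 5 microM ATP (final). Incubation lasts 60 minutes at room temperature; ADP formed is read by ADP-Glo luminescence.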
IL2 activator: qHTS of IL-2 Activators | IL-2 activation reporter assay, cell-based qHTS; stimulated with anti-CD3/CD4/CD28 beads; in transgenic mouse T cells | activation, % (series mostly up to about 46 µM) | actives 0.065% (n = 360,000); in the data active = activation above about 50%; inconclusive = mostly about 30% to 49%; note: 0% is about no effect
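Unstimulated transgenic mouse T cells, 750 per well, received compound and, after 60 minutes, anti-CD3/anti-CD4 bead plus anti-CD28 stimulation. EGFP and DsRed were quantified after 18 hours.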
Abeta rescue: qHTS for compounds that reverse cellular toxicity of Amyloid beta (A-beta) peptide in yeast: Primary Screen; actives 0.063% (n = 410,000); Potency, µM (top dose mostly 46.1 µM), for the others: at the highest dose growth rescue, hits mostly activators; yeast expressing A-beta42, growth rescue, OD600, 48 h; response scale: 0% DMSO, 100% iron-clioquinol control; note: potency is the fitted concentration of half-maximal effect; nearly all actives have a fitted effect of over 55% in size
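Yeast A-beta toxicity model in growth medium with pinned compounds, 48 h at 30 C; growth read as absorbance at 600 nm. Normalized to FeCl3/clioquinol equimolar mix (positive) and DMSO (negative).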
FUS yeast rescue: qHTS for Suppressors of FUS Proteinopathy: Primary screen using FUS-linked yeast assay; Potency, µM (top dose mostly 76.6 µM), for inactives: at the top dose growth rescue (activation), hits mostly activators; S. cerevisiae FUS-expressing, growth rescue, OD600, 24 h; actives 0.24% (n = 390,000); AID 1347120, 2019;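 note: potency is the fitted concentration of half-maximal effect; plate controls were DMSO vehicle for no effect and reference control for full effect; nearly all actives have a fitted effect of over 55% in size; some results filed as inactive show a strong effect at the top dose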
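Toxicity suppression screen in FUS-yeast. Cells induced with 2% galactose, starting OD 0.005, treated 24hr at 30C with compounds at multiple final concentrations; growth by OD600.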
The depositor's hits bear a star; ? = inconclusive; · = not tested or not shown; & = joins results of further samples; [ ] = remark or other dose. Unless noted, calls come from the whole dose curve; as a rule, active = well fitted curve in the direction sought with a large enough effect; inconclusive = small, poorly fitted or top-dose-only effect, or another doubt; inactive = no such curve, though single readings can be large; an effect the other way counts as inactive or inconclusive.

SMILES | EPAC1 ag | EPAC1 antagonist | WRN inhibitor | PLK1 PBD inh | PI5P4K alpha inh | IL2 activator | Abeta rescue | FUS yeast rescue
O=C(CSc1cn(Cc2ccccc2)c2ccccc12)NCc1ccc(F)cc1 | -3% | -16% | -6% | -8% | -1 | -1.7 | 3% | -8%
CCOC(=O)c1[nH]c2ccccc2c1NC(=S)Nc1ccccc1C | -13% | -16% | 3% | ? | 2 | -3.2 | 6% | 2%
O=C(Cn1cncn1)N/N=C/c1ccncc1 | 10% | -1% | 6% | -3% | -4 | -0.7 | 9% | -9%
COc1c(O[C@@H]2O[C@H](CO)[C@@H](O)[C@H](O)[C@H]2O)cc2c(c1OC)-c1ccc(SC)c(=O)cc1C(NC(C)=O)CC2 (stereo partly drawn) | -11% | 11% | 7% | 2% | 3 | 0.0 | -5% | -8%
O=C(NCCC1CCCCN1S(=O)(=O)c1ccc(F)cc1)C(=O)NCc1ccncc1 (stereo not drawn) | -5% | -32% | -24% | -9% | -6 | 2.1 | 23% | -3%
Cc1ccc(C)n1-c1ccncc1 | -7% | 15% | 3% | 2% | -1 | 0.5 | 4% | 11%
COC(=O)c1cccc(NC(=O)CCNC(=O)c2ccco2)c1 | -1% | ? | 0% | -3% | 3 | -0.9 | -19% | -2%
CC(C)CCN(C)C1CCN(S(=O)(=O)c2ccc(F)cc2)CC1 | -9% | 2% | 0% | 0% | 1 | -1.9 | -16% | -19%
CCNC(=S)NNC(=O)Nc1ccccc1 | 6% | 4% | 0% | -6% | · | -2.6 | 4% | 7%
O=c1[nH]c(C2CCCN(S(=O)(=O)c3ccccc3)C2)nc2c1nnn2Cc1ccccc1F (stereo not drawn) | -16% | -19% | -2% | -2%&-6% | 1 | 0.2 | -6% | -7%
CC(C)C(NC(=O)c1cccs1)C(=O)NC1=NCCS1 (stereo not drawn) | 6% | -1% | 9% | 4% | · | -0.2 | 20% | 13%
C/C(=N/NC(=O)CNC(=O)C(c1ccccc1)c1ccccc1)c1ccco1 | 9% | ? | 3% | -11% | 0 | -0.3 | 2% | 4%
CC1(C)Cc2noc(N)c2C(C)(C)N1O | 7% | 4% | -1% | -1% | 4 | -2.3 | -10% | 18%
COCc1cc(=O)n2[nH]cc(-c3ccsc3)c2n1 | -4% | -4% | -4% | 1% | 4 | 0.4 | -5% | 0%
Cc1onc(-c2ccccc2)c1C(=O)OCC(=O)Nc1cc(S(=O)(=O)N2CCOCC2)ccc1Cl | 6% | 2% | -5% | 10% | -2 | -0.2 | 15% | 22%
O=C(c1ccco1)N1CCN(S(=O)(=O)c2cccc3nsnc23)CC1 | 2% | 15% | 1% | -6% | 4 | -1.1 | -3% | 13%
CCn1c(SCC(=O)Nc2ccc(C(C)=O)cc2)nc2ccccc21 | -1% | 11% | 6% | 2% | · | -0.8 | 17% | 29%
Cc1cccc(CN2C(=O)c3ccccc3Sc3ccc(C(=O)NCCCN4CCOCC4)cc32)c1 | -9% | 5% | -1% | -1% | -1 | -2.8 | 1%&-11% | 9%&35%
Clc1ccccc1Nc1nc(NCc2ccccc2)nc2ccsc12 | 0% | -10% | -5% | -7% | 1 | -0.6 | -12% | 4%
CC(=O)c1ccc(OCC(O)CN2C(C)(C)CC(O)CC2(C)C)cc1 (stereo not drawn) | 2% | -20% | -2% | -5% | 2 | 1.0 | 1% | -8%
O=C(COC(=O)c1ccc(Cl)nc1)Nc1ccccc1OC(F)F | 16% | -22% | -9% | -4% | 1 | 7.2 | -3% | 2%
CC1CC(C)CN(C(=O)Nc2ccccc2F)C1 (stereo not drawn) | 3% | 7% | -4% | 5% | 10 | -0.5 | 5% | -24%
CC(C)n1c(CCC(=O)O)ccc1-c1ccccc1 | 6% | -3% | -5% | -13% | 1 | 2.0 | -2% | -15%
O=C(O)c1ccc(/C=N/NC(=O)c2ccc(NS(=O)(=O)c3cccs3)cc2)cc1 | 1% | -12% | -14% | -13% | ? | -3.4 | 14% | -2%
Cc1ccc(Cl)cc1NCN1C(=O)c2ccccc2C1=O | -20% | 7% | 1% | 5% | 0 | -0.1 | 4% | 8%
O=C1CN(C(=O)COC(=O)CCS(=O)(=O)c2ccccc2Cl)c2ccccc2N1 | -12% | 6% | -18% | -6% | -14 | -0.7 | 0% | 7%
COc1ccc(/C=C/C(=O)N2CCN(c3ccccn3)CC2)c2ccccc12 | 10% | 7% | 1% | -14% | -4 | 0.3 | 2% | 14%
CCOc1ccc(Oc2cc(C)nc(SC)n2)nn1 | 0% | -11% | 1% | 0% | 3 | -0.6 | 12% | -14%
COc1ccccc1OCC(=O)NNC(=O)c1ccc(F)c(S(=O)(=O)N2CCOCC2)c1 | -6% | 8% | -1% | -3% | 0 | -0.7 | 10% | ·
O=C(O)c1ccc(-n2ncc3c2/C(=C\c2cccc([N+](=O)[O-])c2)CC3)cc1 | -5% | 34%[activator] | -22% | ? | -15 | -1.4 | 7% | ·
N#CC(C#N)=C/C(C#N)=C(/N)N1CCN(c2ccc(Cl)cc2)CC1 | 8% | 12% | -3% | 4% | · | -0.9 | 6% | 1%
CCCn1c(CNc2ccc(Br)cc2)nc2ccccc21 | 0% | -22% | -3% | -21% | -6 | 0.1 | -13% | 7%
Cc1nc2c(-c3ccccc3)c(C)nn2c(C)c1CCC(=O)NCc1ccco1 | -13% | 17% | 2% | 4% | 3 | -2.7 | -13% | -26%
Cc1cccc(C)c1NC(=O)c1ccc(-n2cnnn2)cc1 | -4% | 11% | -7% | 0% | 4 | -3.3 | 7% | 7%
COCCn1c(N2CCN(c3ccc(OC)cc3)CC2)nc2c1c(=O)n(C)c(=O)n2C | -4% | 18% | 3% | -6% | · | -1.4 | -1% | 14%
Cc1cnc(C(=O)OC(C)C(=O)Nc2cccc3ccccc23)cn1 (stereo not drawn) | -1% | 6% | -3% | -1% | -8 | -3.2 | -8% | ?
COc1ccccc1-c1c(C(F)(F)F)oc2cc(OS(C)(=O)=O)ccc2c1=O | -5% | -25% | -4% | -4% | -6 | -2.8 | -24% | ·
Cc1ccc2c(c1)C1CN(C)CCC1N2S(=O)(=O)c1cccc(F)c1 (stereo not drawn) | 11% | 14% | 6% | -24% | -6 | -4.0 | -14% | ·
CCN1CCN(c2nc3c(c(=O)[nH]c(=O)n3C)n2CCSc2nc3ccccc3s2)CC1 | -5% | 12% | 2% | 3% | 2 | -0.2 | -2% | -16%
O=C1c2ccccc2CCc2ccc(Br)cc21 | 9% | -7% | · | · | · | 0.4 | -3% | -26%
CC1CCCCN1C(=O)C(Cc1ccccc1)N1C(=O)C2CCCCC2C1=O (stereo not drawn) | -8% | 12% | 3% | -8% | 2 | -0.4 | 5% | 12%
CCO[C@H]1OC(C(=O)NCc2nc3ccccc3[nH]2)=C[C@@H](c2ccc3c(c2)OCO3)[C@@H]1CCCO | 3% | -12% | -3% | -9% | 0 | 0.3 | 1% | 2%
CCC(CC)c1nnc(NC(=O)C2=COCCO2)s1 | -2% | -3% | 3% | 0% | 2 | 0.0 | -7% | 6%
Cc1cc(NS(=O)(=O)c2ccc(NC(=O)CSc3nc4ncccc4[nH]3)cc2)nc(C)n1 | 7% | 3% | -4% | -2% | 1 | -3.0 | 0% | -10%
O=C(Nc1ccn(CCCN2CCN(Cc3cccc4ccccc34)CC2)c(=O)n1)OCc1ccccc1 | -8% | 20% | 3% | 1% | 3 | -3.4 | -18% | 9%
CN(C)CCCNc1nc2cc(-c3ccccc3)sc2c(=O)n1C | -7% | 4% | 8% | -4% | 0 | 0.0 | -2% | -13%
Cc1ccc(S(=O)(=O)c2nc(/C=C/c3ccccc3)oc2N2CCC(C(N)=O)CC2)cc1 | 14% | -2% | -7% | -11% | -11 | -1.3 | 1% | -15%
Nc1ccc(C(=O)N2CCN(S(=O)(=O)c3ccc4c(c3)OCCO4)CC2)cc1[N+](=O)[O-] | -1% | 3% | -10% | -3% | -10 | -2.9 | 23% | 25%
CC(C)[C@H](N)c1cn([C@@H](CC(N)=O)C(=O)N2CCNCC2)nn1 | 2% | 15% | 6% | 0% | -2 | -1.9 | 0% | -15%
O=C(CN1C(=O)NC(c2ccccc2)(c2ccccc2)C1=O)NC1CCCCC1 | -3% | 0% | 5% | 1% | 5 | 0.2 | 13% | 16%
